697 NFkB inh: inhibitors of the PMA/ionomycin-induced NF-kB reporter in 697 B cells; 697 B-cell NF-kB luciferase reporter, 16 h; inhibition, % at 4 µM; 330,000 compounds, 0.33% hits; in the data active = inhibition above about 35%
HKDC1 inh: HKDC1 (human) hexokinase inhibition; Q2TB90; recombinant HKDC1, G6PDH/diaphorase resazurin coupled fluorescence; inhibition, % at 20 µM; 340,000 compounds, 0.16% hits; AID 493160;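 active = inhibition above about 35% when tested at 20 µM, limit read from the data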;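 note: plate controls were DMSO wells with enzyme for no effect and DMSO wells lacking enzyme for full effect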
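Material – in-house recombinant HK5 (HKDC1) enzyme · Quantity – HKDC1 at 5 µg/mL · Buffer or medium – pH 8.0 Tris buffer with 10 mM MgCl2 · Reagent – glucose with 1 mM ATP · Dosing – single 20 µM dose · Times – reaction time 90 min, room temperature, protected from light · Technique – resorufin fluorescence at 613 nm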
UBC13 polyUb: human UBC13 polyubiquitination inhibition. P61088. UBC13 polyubiquitin chain formation, TR-FRET. inhibition, % at 20 µM. 330,000 compounds, 0.47% hits; in the data active = inhibition above about 45%, passing the limit was not always enough
Target sequence (P61088 whole entry, looked up): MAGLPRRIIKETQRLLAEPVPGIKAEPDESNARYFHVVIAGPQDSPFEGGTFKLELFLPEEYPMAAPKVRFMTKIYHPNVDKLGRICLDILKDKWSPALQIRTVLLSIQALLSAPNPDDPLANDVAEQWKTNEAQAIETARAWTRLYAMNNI
SENP7 block: inhibitors of human SENP7 protease. AID 434973. recombinant SENP7, Z-RLRGG-aminoluciferin luminescence, 40 min. inhibition, % at 5 µM. 330,000 compounds, 1.5% hits. Q9BQF6;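 active = inhibition above about 50% at the single test dose, limit read from the data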;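 note: plate controls were DMSO with enzyme for no effect and no enzyme buffer wells for full effect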
Target sequence (Q9BQF6 706-1050 limits assumed): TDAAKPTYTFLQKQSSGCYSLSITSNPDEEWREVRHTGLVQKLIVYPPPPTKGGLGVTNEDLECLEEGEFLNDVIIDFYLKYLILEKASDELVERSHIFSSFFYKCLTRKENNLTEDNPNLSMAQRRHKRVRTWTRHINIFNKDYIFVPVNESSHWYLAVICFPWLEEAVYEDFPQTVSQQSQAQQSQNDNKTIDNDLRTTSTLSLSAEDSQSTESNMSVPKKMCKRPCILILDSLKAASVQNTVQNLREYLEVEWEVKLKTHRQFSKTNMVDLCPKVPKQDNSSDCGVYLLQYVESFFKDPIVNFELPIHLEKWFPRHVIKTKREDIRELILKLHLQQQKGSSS
SENP8 inh: SENP8 protease inhibition; inhibition, % at 10 µM; 330,000 compounds, 1.2% hits; purified SENP8, Z-RLRGG-aminoluciferin cleavage, luminescence; Q96LD8; AID 2540
Target sequence (Q96LD8 whole entry, looked up): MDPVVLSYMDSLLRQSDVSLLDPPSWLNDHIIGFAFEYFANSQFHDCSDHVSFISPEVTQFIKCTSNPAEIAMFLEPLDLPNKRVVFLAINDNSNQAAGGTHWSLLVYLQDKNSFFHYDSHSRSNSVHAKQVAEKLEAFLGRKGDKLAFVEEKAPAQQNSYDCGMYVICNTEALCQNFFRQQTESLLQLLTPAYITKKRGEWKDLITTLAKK
Apaf1 inhib: blocks human Apaf-1 apoptosome activity. 330,000 compounds, 0.71% hits. inhibition, % at 20 µM. O14727. reconstituted apoptosome caspase-3 activity, DEVD-Rh110 fluorescence; active = inhibition of at least 40% at 20 µM;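 note: plate controls were DMSO wells for no effect and DEVD-CHO caspase inhibitor wells for full effect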
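detection = Rh110 fluorescence intensity | test system = biochemical Apaf-1 apoptosome reconstitution | also added = cytochrome c and DEVD-Rh110 substrate | schedule = 30 min plus 50 min, RT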
Gli-Sufu antag: antagonists of Gli-Sufu signaling; Sufu-KO-LIGHT fibroblasts, Gli luciferase reporter luminescence; inhibition, % at 5 µM; 340,000 compounds, 0.74% hits;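 active = inhibition above about 55%, limit read from the data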;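 note: 0% = DMSO-treated cells and 100% = wells with medium but no cells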
Jurkat NFkB inh: inhibitors of the PMA/ionomycin-induced NF-kB reporter in Jurkat cells. 330,000 compounds, 0.53% hits. inhibition, % at 4 µM. PMA/ionomycin-induced NF-kB luciferase reporter, luminescence
* = called active by the depositor. Cut-off read from the data, not from the text of the source, unless noted: active = inhibition above about 50%; inactive = the rest. No enrichment for hits. Share with any hit: about 3.6%.

SMILES | 697 NFkB inh | HKDC1 inh | UBC13 polyUb | SENP7 block | SENP8 inh | Apaf1 inhib | Gli-Sufu antag | Jurkat NFkB inh
O=C1C=CN(Cc2ccccc2)CC1 | 10 | 0 | 7 | -7 | -11 | -1 | -2 | 10
O=C(CSc1nnc(-c2ccccc2O)o1)Oc1ccc(OCc2ccccc2)cc1 | -75 | -1 | 18 | 28 | -1 | 8 | 5 | -30
COc1ccc(-c2c(-c3ccsc3)oc(=O)c3cc(OC)c(OC)cc23)cc1 | 6 | 1 | 15 | -19 | -6 | 19 | -1 | 18
COc1cc(C(=O)NCc2nnc(SCC(=O)Nc3c(C)cc(C)cc3C)o2)cc(OC)c1OC | 2 | -3 | -3 | -5 | -8 | -13 | -6 | -2
O=C(CCCSc1nc(-c2ccco2)cc(C(F)(F)F)n1)Nc1ccc2c(c1)OCO2 | 21 | 2 | -4 | -2 | 4 | 9 | 2 | 11
CCN(CC)C(=O)C(Sc1ccccc1)c1ccccc1 (stereo not given) | 21 | 2 | 6 | 8 | 4 | 5 | -6 | -6
CC(=O)c1cccc(NC(=O)C(=O)Nc2cccc3ccccc23)c1 | -31 | -2 | -6 | 35 | -2 | 9 | -28 | -58
CCn1c(C)nc2cc(C(=O)NNC(=S)Nc3ccccc3OC)ccc21 | -9 | -3 | 7 | 6 | 13 | -16 | -6 | -35
CN(C)S(=O)(=O)N1CCN(c2ccc([N+](=O)[O-])c(N3CCCCC3)c2)CC1 | -1 | 0 | -23 | 7 | -1 | 5 | -17 | -1
CC1NC(=S)N(Cc2ccccc2)C1=O (stereo not given) | 11 | -27 | 2 | 1 | 8 | -2 | 3 | 20
Cc1cc(OCc2cc(C(=O)N(C)C(C)c3ccccn3)no2)cc(C)c1Cl (stereo not given) | -46 | 1 | 3 | -3 | 8 | 27 | -7 | -43
O=C(NC1CCCCCC1)c1cc2n(n1)C(C(F)(F)F)CC(c1ccco1)N2 (stereo not given) | -15 | -8 | 4 | -1 | -4 | 21 | -68 | -10
Brc1ccccc1Cn1c(-c2cscn2)nc2ccccc21 | 2 | 5 | 20 | 3 | 5 | 7 | -5 | 8
Cc1nn2c(NCCN3CCOCC3)c3c(nc2c1-c1ccccc1)CCCC3 | -3 | 1 | 10 | -6 | -6 | -1 | 12 | -8
CCOc1ccc(S(=O)(=O)NCCC(=O)NCc2cccnc2)cc1 | -2 | -6 | 4 | -8 | 12 | 7 | -17 | 11
O=C(COC(=O)CSc1nnc(-c2ccc(Cl)cc2)o1)Nc1cc(Cl)cc(Cl)c1 | 9 | -7 | 10 | 5 | -12 | 7 | -9 | 0
COCc1c(Br)c(C)nc(OCC(=O)N/N=C/c2cc(C)n(-c3ccc([N+](=O)[O-])cc3)c2C)c1C#N | -1 | -4 | -8 | 1 | -4 | 10 | 11 | 17
Cc1c(F)cccc1NS(=O)(=O)c1ccc(OCCNS(C)(=O)=O)cc1 | 14 | -9 | 2 | 2 | 13 | -1 | 7 | 2
CCCN(CCC)C(=S)Nc1cc(C(=O)OC)ccc1C(=O)OC | -12 | -10 | 8 | 2 | -8 | -3 | 1 | 6
Clc1cccc(-c2ccc(-c3nc4ccccn4c3NCc3ccccc3)cc2)c1 | -16 | -2 | 4 | 53* | 65* | 36 | -53 | -7
Cc1nc(C)c(C(=O)C2=C(O)C(=O)N(CCN(C)C)C2c2ccccc2)s1 (stereo not given) | 4 | -9 | -8 | 6 | -6 | -7 | -5 | -5
Brc1cccc(-c2nnc3sc(CN4CCC5(CC4)OCCO5)cn23)c1 | 1 | 12 | 5 | 6 | 1 | -8 | -10 | 13
COc1ccc(C(=O)C2CCCN(C(=O)Cn3ccc(C)n3)C2)cc1OC (stereo not given) | 13 | 8 | 5 | -2 | 6 | -12 | -3 | 8
CC(C)CN(C(=O)COC(=O)Cc1c[nH]c2ccccc12)c1c(N)n(Cc2ccccc2)c(=O)[nH]c1=O | -1 | 1 | -2 | -5 | -7 | -1 | -1 | -15
O=C(Cn1cc(C(F)(F)F)ccc1=O)Nc1ccc2c(c1)OCCO2 | 18 | 1 | 3 | 6 | 3 | -2 | -20 | 3

Structures shown so far with a furan ring, fused or not, in the order listed:
SMILES | 697 NFkB inh | HKDC1 inh | UBC13 polyUb | SENP7 block | SENP8 inh | Apaf1 inhib | Gli-Sufu antag | Jurkat NFkB inh
O=C(CCCSc1nc(-c2ccco2)cc(C(F)(F)F)n1)Nc1ccc2c(c1)OCO2 | 21 | 2 | -4 | -2 | 4 | 9 | 2 | 11
O=C(NC1CCCCCC1)c1cc2n(n1)C(C(F)(F)F)CC(c1ccco1)N2 (stereo not given) | -15 | -8 | 4 | -1 | -4 | 21 | -68 | -10

3 of the compounds above, in CSV form.
mol,697 NFkB inh,HKDC1 inh,UBC13 polyUb,SENP7 block,SENP8 inh,Apaf1 inhib,Gli-Sufu antag,Jurkat NFkB inh
O=C(Cn1cc(C(F)(F)F)ccc1=O)Nc1ccc2c(c1)OCCO2,18,1,3,6,3,-2,-20,3
Cc1nn2c(NCCN3CCOCC3)c3c(nc2c1-c1ccccc1)CCCC3,-3,1,10,-6,-6,-1,12,-8
COCc1c(Br)c(C)nc(OCC(=O)N/N=C/c2cc(C)n(-c3ccc([N+](=O)[O-])cc3)c2C)c1C#N,-1,-4,-8,1,-4,10,11,17

The list continues.
SMILES | 697 NFkB inh | HKDC1 inh | UBC13 polyUb | SENP7 block | SENP8 inh | Apaf1 inhib | Gli-Sufu antag | Jurkat NFkB inh
Cc1ccccc1CN1CCN(CC(=O)NCc2ccccc2)CC1 | 13 | -6 | 2 | -6 | -2 | -12 | 17 | 1
Cc1ccccc1C(N)c1ccncc1 (stereo not given) | 2 | -4 | -1 | 0 | -1 | -22 | -9 | -2
Cc1ccc(S(=O)(=O)c2cc(O)ccc2O)cc1C | 19 | 3 | 8 | 0 | -1 | 2 | 2 | -2
C=CCC1(N(C(C)=O)c2ccccc2)CCCCC1 | -8 | -5 | 1 | -7 | -10 | 2 | -5 | -10
COc1ccc(CCNC(=O)CNCC2CCCCC2)cc1OC | -22 | -8 | 4 | 2 | -3 | -1 | -1 | -19
COCc1cc(C)nc(OCC(=O)N/N=C/c2ccc(C)o2)c1C#N | 2 | -2 | -7 | 4 | -1 | -12 | 3 | 4
CCOC(=O)CNc1nnc(SCC(=O)OCC)[nH]c1=O | 5 | 3 | 9 | 2 | -4 | -17 | -2 | 9
Cc1ccc(-c2csc(C(C#N)=C3CCCC3)n2)cc1 | -107 | 2 | -1 | 5 | -8 | 10 | -3 | -98
O=C(OCc1cc2ccccc2[nH]c1=O)C1CCCO1 (stereo not given) | -9 | -5 | 4 | -2 | 2 | -7 | -7 | -6
O=C(N/N=C/c1cccs1)c1cccc(NC(=O)c2ccccc2Cl)c1 | 12 | -16 | -10 | -4 | 4 | 0 | -6 | -1
Cc1ccc(Cl)cc1N(Cc1ccc(C(=O)NCc2cccnc2)cc1)S(=O)(=O)c1ccccc1 | -13 | -8 | -1 | 7 | 4 | 19 | -6 | -10
CCOC(=O)c1cccc(NC(=O)C2CCCN(S(=O)(=O)c3c(C)nn(C)c3C)C2)c1 (stereo not given) | -5 | 6 | 14 | -9 | 4 | 6 | -12 | -12
CCCC1(C(=O)OC)NC(c2ccc(OC)cc2OC)C2C(=O)N(c3cccc(C(C)=O)c3)C(=O)C21 (stereo not given) | -16 | -5 | 0 | 0 | -3 | -5 | 13 | 4
O=c1cc(CSc2ccc(Cl)cc2)nc(N2CCCCC2)[nH]1 | -21 | -1 | -3 | -9 | -5 | 18 | 9 | -2
COc1cccc(-c2nc(CS(=O)CC(=O)NCc3ccc(F)cc3)c(C)o2)c1 (stereo not given) | 15 | -7 | 3 | 0 | 3 | 0 | -17 | 6
CCCOc1ccccc1OCC(=O)Nc1cccc(S(=O)(=O)NC2=NCCC2)c1 | -11 | 3 | 0 | 9 | -7 | 1 | -5 | -3
O=C(Cn1cnc2ccccc2c1=O)Nc1ccc(S(=O)(=O)N2CCOCC2)cc1 | 9 | 1 | 4 | 1 | 1 | -2 | -9 | -7
COc1ccc(CN(CCCN2CCOCC2)S(=O)(=O)N(C)C)cc1OC | -2 | -7 | -1 | 2 | 2 | -12 | 2 | -2
Cc1nc(SCC(=O)Nc2nnc(C(C)C)s2)n[nH]1 | 8 | -6 | -6 | 5 | 9 | -13 | -7 | -2
O=C(NCc1cccs1)C(=O)NCC1OCCCN1S(=O)(=O)c1cccs1 (stereo not given) | -7 | -10 | 5 | 0 | 10 | 1 | -3 | 8
Cc1ccc(S(=O)(=O)C(NC(=O)c2ccccc2)=C(Cl)Cl)cc1 | -24 | 7 | 2 | -3 | -6 | 12 | 2 | 3
O=C(C[n+]1ccc(-c2nnc3n2CCCCC3)cc1)c1ccc(Cl)cc1 | 12 | -5 | -5 | 7 | 1 | 3 | 0 | -14
O=S1(=O)C=C(Sc2nnc(-c3ccccc3)o2)c2ccccc21 | -44 | 8 | 4 | 3 | -2 | -12 | -2 | 90*
CC1(C)CC(=O)C2=C(C1)OC(N)=C([N+](=O)[O-])C2c1cccs1 (stereo not given) | 21 | -11 | 0 | 8 | -3 | 7 | -5 | 2
CCS(=O)(=O)n1nc(C(=O)N2CCOCC2)nc1N | 8 | -2 | 6 | 3 | -2 | 1 | 5 | -7
COc1ccc2c(CC(=O)N3CCN(S(=O)(=O)c4cccs4)CC3)coc2c1 | 4 | 3 | 7 | -9 | -11 | 6 | 10 | 15
Cc1sc(NC(=O)/C=C/c2ccco2)c(C(=O)OC(C)C)c1C | 11 | 1 | 0 | 0 | 1 | 11 | 21 | 11
COc1ccc(-c2c(C#N)c(N)nc3c2CCC3)cc1 | 12 | -12 | 21 | -12 | -1 | -8 | 1 | 9
COCCn1c(N)c(N(Cc2ccccc2)C(=O)COc2ccccc2F)c(=O)[nH]c1=O | 21 | -7 | 18 | 1 | 7 | -8 | 6 | 13
C/C(=N\OC(=O)C1CC1)C1CC1c1ccc(F)cc1 (stereo not given) | 1 | 8 | -2 | 4 | -3 | 8 | -10 | 5

Profiles from above.
Cc1ccc(S(=O)(=O)c2cc(O)ccc2O)cc1C across the screens: 697 NFkB inh: 19; HKDC1 inh: 3; UBC13 polyUb: 8; SENP7 block: 0; SENP8 inh: -1; Apaf1 inhib: 2; Gli-Sufu antag: 2; Jurkat NFkB inh: -2
C/C(=N\OC(=O)C1CC1)C1CC1c1ccc(F)cc1 (stereo not given) across the screens: 697 NFkB inh: 1; HKDC1 inh: 8; UBC13 polyUb: -2; SENP7 block: 4; SENP8 inh: -3; Apaf1 inhib: 8; Gli-Sufu antag: -10; Jurkat NFkB inh: 5

Screening results deposited in PubChem by Sanford-Burnham Center for Chemical Genomics.
